M4 PAM = human M4 muscarinic receptor positive allosteric modulators, primary screen, CHO-K1 cells, Fluo-8 calcium fluorescence; activation, % at 3 µM; actives 0.4% (n = 360,000); Muscarinic acetylcholine receptor M4 (Homo sapiens), P08173; CHO-K1 hM4/Gqi5, ACh EC20; 0% = ACh EC20, 100% = maximal ACh; AID 624126, 2012;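 active = activation above its plate's cutoff, the mean activation of sample wells plus 3 SD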; note: some results filed as inactive read as strong as hits
Target sequence (P08173 whole entry, looked up): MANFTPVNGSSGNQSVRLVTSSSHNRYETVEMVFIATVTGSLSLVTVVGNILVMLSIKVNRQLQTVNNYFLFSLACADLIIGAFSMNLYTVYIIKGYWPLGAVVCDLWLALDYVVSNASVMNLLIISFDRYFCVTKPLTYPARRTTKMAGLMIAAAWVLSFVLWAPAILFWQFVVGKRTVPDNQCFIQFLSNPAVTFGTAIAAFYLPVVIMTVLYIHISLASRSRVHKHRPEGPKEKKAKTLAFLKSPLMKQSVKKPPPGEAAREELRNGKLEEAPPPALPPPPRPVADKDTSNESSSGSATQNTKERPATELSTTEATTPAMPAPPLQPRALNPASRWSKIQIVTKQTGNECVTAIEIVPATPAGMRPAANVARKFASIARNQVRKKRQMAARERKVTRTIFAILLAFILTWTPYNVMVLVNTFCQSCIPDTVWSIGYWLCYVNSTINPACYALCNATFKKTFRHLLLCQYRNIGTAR
TAAR1 agonist = human TAAR1 agonists, primary screen, Fluo-8 calcium fluorescence, CHO RD-HGA16 cells | Trace amine-associated receptor 1 (Homo sapiens), Q96RJ0 | vehicle wells 0%, saturating PEA agonist 100% | activation, % at 3 µM | actives 0.99% (n = 360,000) | AID 624467, 2012;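 active = activation above the mean activation of all test compounds in the run plus 3 SD, cut at about 38% in these data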
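Benchmarks: low control DMSO, high control PEA (EC100); System: CHO RD-HGA16 cells carrying human TAAR1 plus Gα16; Detection: Fluo-8 fluorescence, 5 s baseline then 140 s kinetic read; Schedule: 17-24 h plating, Fluo-8 75 min 37 °C, 30 min RT; Read-out basis: % activation from peak over basal fluorescence ratio, DMSO-to-PEA scaled.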
M1 PAM parental = nonselective calcium activators in parental CHO-K1 cells, primary screen, counter-screen for M1 PAM project, cell-based, Fluo-8 calcium fluorescence, full deck, 1536-well; ATP EC20; 0% at ATP EC20, 100% at ATP max; activation, % at 3 µM; actives 0.02% (n = 360,000); AID 602247, 2012;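 active = activation above the run cutoff, the mean activation of all test compounds plus 3 SD, cut at about 40% in these data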;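 note: peak over basal fluorescence ratio in a 140 s read after ATP addition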
CRFR2-BP antag = antagonists of CRF-BP/CRF-R2 complex, primary screen, cell-based, HEK293, calcium dye fluorescence, uHTS | CRF-induced calcium fluorescence | inhibition, % at 11.8 µM | actives 0.59% (n = 350,000);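 active = inhibition of the ligand-induced calcium signal above about 50% at the single tested concentration, limit read from the data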
CRFR2-BP ag = agonists of CRF-BP/CRF-R2 complex, primary screen, cell-based, HEK293, calcium dye fluorescence, uHTS | actives 0.46% (n = 350,000) | AID 588473, 2011 | activation, % at 13.2 µM | calcium dye fluorescence (FLIPR); percent of saturating CRF peptide response | CRF-binding protein / CRF receptor 2 complex (human);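 active = activation of at least 50%, plus an integration ratio under a set limit after plate pattern correction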;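 note: plate controls were neutral control wells without compound for no effect and CRF at EC100 for full effect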
M5 antag = human M5 muscarinic receptor antagonists, primary screen, CHO cells, Fluo-8 calcium fluorescence; Muscarinic acetylcholine receptor M5 (Homo sapiens), P08912; CHO-hM5 cells, ACh EC80; inhibition, % at 3 µM; actives 0.59% (n = 360,000);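 active = inhibition above a per-plate cutoff, the mean of that plate's test compounds plus 3 SD, cut at about 27% in these data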;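 note: 0% = acetylcholine EC80 with DMSO and 100% = DMSO without agonist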
Target sequence (P08912 whole entry, looked up): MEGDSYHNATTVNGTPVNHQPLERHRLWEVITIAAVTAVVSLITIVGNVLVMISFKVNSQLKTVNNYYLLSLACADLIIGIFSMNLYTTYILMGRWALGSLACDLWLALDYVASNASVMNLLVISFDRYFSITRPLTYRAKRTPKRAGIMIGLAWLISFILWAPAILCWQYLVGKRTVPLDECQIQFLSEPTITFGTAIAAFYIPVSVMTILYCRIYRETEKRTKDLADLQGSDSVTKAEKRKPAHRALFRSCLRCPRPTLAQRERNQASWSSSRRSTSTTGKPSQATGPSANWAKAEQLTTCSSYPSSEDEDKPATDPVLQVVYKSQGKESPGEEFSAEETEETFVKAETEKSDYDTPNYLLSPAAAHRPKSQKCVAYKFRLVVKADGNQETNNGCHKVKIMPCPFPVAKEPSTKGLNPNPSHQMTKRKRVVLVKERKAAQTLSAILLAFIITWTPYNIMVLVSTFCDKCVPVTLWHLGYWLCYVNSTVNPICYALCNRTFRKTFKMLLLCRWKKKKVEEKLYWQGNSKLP
M5 ag = human M5 muscarinic receptor agonists, primary screen, CHO-K1 cells, Fluo-8 calcium fluorescence | CHO-K1 hM5 cells; 0% DMSO wells, 100% maximal acetylcholine response | activation, % at 3 µM | actives 0.19% (n = 360,000);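 active = activation above the run's mean over test compounds plus 3 SD, cut at about 23% in these data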;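 note: signal is peak over basal fluorescence ratio across the kinetic read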
M5 PAM = human M5 muscarinic receptor positive allosteric modulators, primary screen, CHO-K1 cells, Fluo-8 calcium fluorescence; Muscarinic acetylcholine receptor M5 (Homo sapiens), P08912; activation, % at 3 µM; actives 0.3% (n = 360,000); CHO-K1 hM5, ACh EC20 PAM; 0% = ACh EC20, 100% = ACh EC100;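 active = activation above the run cutoff, the mean activation of all test compounds plus 3 SD, cut at about 18% in these data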
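Test system: CHO-K1 hM5 cells / Doses: single-point, 3 µM nominal / Times: Post-acetylcholine fluorescence recording 140 s / Technique: Fluo-8 calcium fluorescence / Measure: Max/basal fluorescence ratio as % of EC20–EC100 ACh window / Benchmarks: low control EC20 acetylcholine (0%), high control EC100 acetylcholine (100%) / Replicates: one well per compound, no replicates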
TAAR1 antagonist = human TAAR1 antagonists, primary screen, Fluo-8 calcium fluorescence, CHO RD-HGA16 cells. actives 1.5% (n = 360,000). antagonist. AID 624466, 2012. Trace amine-associated receptor 1 (Homo sapiens), Q96RJ0. inhibition, % at 3 µM;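 active = inhibition above a per-plate cutoff, the mean inhibition of test compounds on that plate plus 3 SD, cut at about 49% in these data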;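 note: 0% = DMSO plus EC80 beta-PEA response and 100% = DMSO alone without agonist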
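Test system: RD-HGA16 CHO cells with stable hTAAR1 and Gα16 / Probe or stimulus: EC80 β-phenethylamine stimulus / Times: seeding 17-24 h prior, 75-min 37 °C, 30-min RT dye loading / Detection: Fluo-8 calcium-sensitive fluorescence / Read-out basis: % inhibition scaled between DMSO and EC80 PEA controls / Repeats: singlicate, one well per test compound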
Starred values were filed as active, the others as inactive.

Values in the order – M4 PAM	TAAR1 agonist	M1 PAM parental	CRFR2-BP antag	CRFR2-BP ag	M5 antag	M5 ag	M5 PAM	TAAR1 antagonist
> CN(c1ccc(C(=O)NCc2cccs2)cc1)S(=O)(=O)c1ccccc1
  4	14	18	2	-0.9	4	-2	7	10
> CCCn1nnc(NC(=O)c2cccc(OCC(C)C)c2)n1
  3	-1	13	-16	0.2	-1	-9	-2	11
> NC(=S)N/N=C1\CC(n2nnnc2-c2ccccc2)C2COC1O2 (stereo not drawn)
  -6	0	17	6	1.6	9	-5	2	-10
> Cn1c(COc2ccccc2)nnc1SCC(=O)Nc1ccc(N2CCOCC2)cc1
  10	3	6	6	0.5	-3	0	-1	-13
> O=C(CCSc1ccccc1)Nc1nnc(-c2ccccc2)o1
  9	1	17	0	-0.4	-3	-1	1	-6
> O=C(COc1ccccc1F)Nc1nc(-c2ccccn2)cs1
  -1	6	11	13	-0.4	18	2	-13	-2
> CC(=O)N1CCN2C(=O)C1CCCC(=O)c1cc(C(C)C)ccc12 (stereo not drawn)
  6	0	10	8	2.8	1	-2	8	-4
> CN1C[C@@H]2C(c3ccccc3)C3(c4ccccc4)CC2(C3)[C@H]1c1ccccc1 (stereo partly drawn)
  -18	15	19	-6	0.0	16	-8	-41	-13
> COc1ccccc1C(=O)NCCC(=O)NCC(C)(C)N1CCOCC1
  3	1	21	-15	1.6	-5	-3	7	-20
> CCCOc1ccc(OCCNC2CCCC2)cc1
  -22	5	6	26	2.8	2	-10	1	8
> COc1ccc(N(CC(=O)Nc2ccccc2Cl)S(=O)(=O)c2ccc(C)cc2)cc1OC
  -4	2	11	6	1.0	1	-1	0	5
> COc1ccc(C(CNC(=O)c2ccc(S(=O)(=O)N3CCCC3)cc2)N2CCOCC2)cc1 (stereo not drawn)
  6	4	16	-7	1.2	3	0	4	-27
> Cc1nc2ccc3nc(NC(=O)c4ccc5c(c4)OCCO5)sc3c2s1
  -6	2	-9	-20	1.7	5	1	-5	-13
> Cc1ccc(S(=O)(=O)Nc2ccccc2F)cc1C(=O)NNC(=O)c1csc(N2CCOCC2)n1
  1	1	9	14	10	6	-2	2	-10
> O=C(CSc1nc(-c2ccco2)cc(C(F)(F)F)n1)Nc1ccc2c(c1)CCC2
  15	3	-5	-1	2.4	-2	0	-1	-28
> C=CCNC(=O)c1ccc(N(Cc2ccccc2)S(C)(=O)=O)cc1
  2	1	-4	5	1.9	5	0	-3	2
> Clc1ccc(-n2nnnc2SCc2cn3ccccc3n2)cc1
  11	0	15	0	0.6	5	-2	-5	-7
> CN(C)S(=O)(=O)c1cccc(-c2csc(=Nc3ccccc3)n2CCCN2CCOCC2)c1
  -12	0	18	2	-5.6	3	-7	1	-11
> O=C(CN(C(=O)CNC(=O)c1cccs1)c1ccc(F)cc1)NC1CCCCC1
  3	2	14	5	0.4	8	1	-3	-14
> O=C(O)C1=NOC(CNC(=O)c2ccccc2Cl)C1 (stereo not drawn)
  -3	1	19	2	1.1	0	-2	-1	5

Copied from the entries so far (twelve entries):
Values in the order – M4 PAM	TAAR1 agonist	M1 PAM parental	CRFR2-BP antag	CRFR2-BP ag	M5 antag	M5 ag	M5 PAM	TAAR1 antagonist
> O=C(COc1ccccc1F)Nc1nc(-c2ccccn2)cs1
  -1	6	11	13	-0.4	18	2	-13	-2
> CC(=O)N1CCN2C(=O)C1CCCC(=O)c1cc(C(C)C)ccc12 (stereo not drawn)
  6	0	10	8	2.8	1	-2	8	-4
> CN1C[C@@H]2C(c3ccccc3)C3(c4ccccc4)CC2(C3)[C@H]1c1ccccc1 (stereo partly drawn)
  -18	15	19	-6	0.0	16	-8	-41	-13
> COc1ccccc1C(=O)NCCC(=O)NCC(C)(C)N1CCOCC1
  3	1	21	-15	1.6	-5	-3	7	-20
> CCCOc1ccc(OCCNC2CCCC2)cc1
  -22	5	6	26	2.8	2	-10	1	8
> COc1ccc(N(CC(=O)Nc2ccccc2Cl)S(=O)(=O)c2ccc(C)cc2)cc1OC
  -4	2	11	6	1.0	1	-1	0	5
> COc1ccc(C(CNC(=O)c2ccc(S(=O)(=O)N3CCCC3)cc2)N2CCOCC2)cc1 (stereo not drawn)
  6	4	16	-7	1.2	3	0	4	-27
> Cc1nc2ccc3nc(NC(=O)c4ccc5c(c4)OCCO5)sc3c2s1
  -6	2	-9	-20	1.7	5	1	-5	-13
> Cc1ccc(S(=O)(=O)Nc2ccccc2F)cc1C(=O)NNC(=O)c1csc(N2CCOCC2)n1
  1	1	9	14	10	6	-2	2	-10
> O=C(CSc1nc(-c2ccco2)cc(C(F)(F)F)n1)Nc1ccc2c(c1)CCC2
  15	3	-5	-1	2.4	-2	0	-1	-28
> C=CCNC(=O)c1ccc(N(Cc2ccccc2)S(C)(=O)=O)cc1
  2	1	-4	5	1.9	5	0	-3	2
> Clc1ccc(-n2nnnc2SCc2cn3ccccc3n2)cc1
  11	0	15	0	0.6	5	-2	-5	-7

The list goes on.
Values in the order – M4 PAM	TAAR1 agonist	M1 PAM parental	CRFR2-BP antag	CRFR2-BP ag	M5 antag	M5 ag	M5 PAM	TAAR1 antagonist
> CCCS(=O)(=O)c1nc(S(=O)(=O)c2ccc(C)cc2)c(N2CCC3(CC2)OCCO3)s1
  -9	1	6	7	-0.6	18	-3	-7	-3
> CCOC(=O)N1CCN(C2=CC(=O)OC23CCCCC3)CC1
  9	0	-5	31	-3.7	5	-2	-6	-13
> CCCCC(=O)N/N=C(C)/C=C/c1ccccc1F
  3	-3	30	16	-3.4	6	-3	8	-5
> Cc1ccc(S(=O)(=O)Nc2ccc(=O)n(Cc3ccc(Cl)c(Cl)c3)c2)cc1
  -11	7	7	-19	0.7	3	2	-5	20
> O=C(/C=C/c1ccccc1)NC(NC(=S)Nc1cccc(O)c1)C(Cl)(Cl)Cl (stereo not drawn)
  1	9	17	-2	-0.8	1	-4	-2	0
> COCCn1c(SCC(=O)N2CCOCC2)nc2c(c1=O)SCC2
  -3	1	-11	-13	1.4	23	-3	-6	-12
> CNC(=S)N/N=C/c1cc(C)ccc1C
  8	6	1	17	-1.6	0	-4	-2	-3
> CC(C)(C)c1ccc(/C=C/C(=O)N2CCCCC2)cc1
  -1	8	1	-27	1.0	3	-3	-2	20
> C#CCSc1nnc(-c2cccc3ccccc23)o1
  5	-1	13	-7	-0.3	-7	0	0	7
> O=[N+]([O-])c1cc(S(=O)(=O)N2CCCC2)ccc1N/N=C/c1ccncc1
  2	0	5	4	-0.7	-6	-3	0	3
> O=C1CCc2cc(S(=O)(=O)NCc3ccccc3Cl)cc3c2N1CC3
  4	1	-3	4	1.1	5	2	-3	7
> COc1cc(/C=N/NC(=O)CCc2c(C)n[nH]c2C)cc(OC)c1OC
  2	10	4	-4	-1.2	7	-1	-9	-13
> Cc1ccc(NC(=O)CN2C(=O)COc3ccc(S(=O)(=O)N4CCOCC4)cc32)cc1N(C)C
  2	4	6	-20	1.9	-15	-4	5	-1
> CN1CCN(S(=O)(=O)c2cccc(C(=O)Nc3cc(Cl)ccc3N3CCOCC3)c2)CC1
  -8	1	-7	-3	1.6	8	-3	-4	-7
> COc1ccccc1C(=O)O/N=C(/C)c1ccc(N2C(=O)C3CCCCC3C2=O)cc1 (stereo not drawn)
  -3	14	7	4	-0.3	2	-4	-38	33
> Cn1c(=O)c2ncn(CC(=O)Nc3ccc(N4CCOCC4)cc3)c2n(C)c1=O
  0	10	7	10	1.6	3	1	0	7
> CC(=O)CCSc1ncnc2sc(-c3ccccc3)cc12
  -1	3	1	-16	0.1	-3	-3	0	9
> CCCC(=O)N(Cc1cccnc1)c1nc2c(OC)ccc(Cl)c2s1
  6	2	4	-28	4.2	-3	0	2	-11
> CCc1c(C)nc(Nc2nc(C)c3ccc(OC)cc3n2)[nH]c1=O
  7	2	5	-3	0.2	-6	0	2	-6
> Cc1[nH]c2ccccc2c(=O)c1CN1CCCCCC1
  -13	0	-4	-4	2.7	0	-5	3	2
> N[C@@H](Cc1ccccc1)C(=O)N1CCC(C(=O)NCC(=O)NCC(=O)O)CC1
  0	2	6	-11	1.1	12	-1	1	-11
> CN1c2ccccc2N(C)C1c1ccc2c(c1)OCO2
  -11	5	4	17	1.6	-3	-3	0	2
> Cc1cc(C)c(S(=O)(=O)Nn2cnnc2)c(C)c1
  -4	0	13	-2	1.4	3	1	5	11
> Nc1ccc2c(c1)nc(Cc1ccccc1)n2CCO
  6	2	-11	-10	0.8	-7	0	-4	-19
> Cc1ccc(-c2n[nH]c(=S)c3ccccc23)cc1
  2	1	4	-8	0.6	-6	-3	1	4
> COc1ccc(NC(=O)/C(C#N)=C/c2c(C)nn(-c3ccc(F)cc3)c2Cl)cc1Cl
  -7	8	0	-47	0.8	6	2	-2	-8
> COc1cc(C2C(C(C)=O)=C(C)Nc3ncnn32)ccc1O (stereo not drawn)
  8	7	15	9	-2.1	-1	-2	-4	7
> COc1c(C)cc(C(=O)C2CCCN(Cc3cccc4nccnc34)C2)cc1C (stereo not drawn)
  -11	1	4	7	-1.9	-5	-10	6	3
> O=C(NCn1cnccc1=O)c1ccccc1
  3	3	-5	7	-1.0	2	-1	3	-1
> Cc1nn(CCC(=O)NCc2ccc(N(C)C)cc2)c(=O)c2nn(-c3ccccc3)c(C)c12
  -5	0	12	-2	0.1	0	-6	0	-15
> CCOc1ccccc1N1CCN(C(=O)NCc2ccc(F)cc2)CC1
  -5	6	-2	6	-3.2	-3	3	2	13
> N#CC(C#N)=C1C=CC=CN1/C(=C\c1ccco1)C(=O)c1ccc(Cl)cc1
  -12	8	4	-88	61*	8	-3	2	27
> O=C1CCN(S(=O)(=O)c2ccccc2)CCN1CCOCc1ccc(C(F)(F)F)cc1
  8	4	1	-3	1.7	0	6	4	20

Bioassay records (PubChem)
